KCNK3 block = human KCNK3 channel inhibitors, primary screen, CHO cells, FluxOR thallium flux, B-score | Potassium channel subfamily K member 3 (Homo sapiens), O14649 | FluxOR fluorescence; active compounds read low | B-score at 10 µM | actives 0.84% (n = 340,000) | AID 602410, 2012;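 active means B-score under library mean minus 4 SD, starting fluorescence ratio at most library mean plus 5 SD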;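 further: more negative B-score means stronger inhibition of thallium flux through KCNK3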
Target sequence (O14649 whole entry, looked up): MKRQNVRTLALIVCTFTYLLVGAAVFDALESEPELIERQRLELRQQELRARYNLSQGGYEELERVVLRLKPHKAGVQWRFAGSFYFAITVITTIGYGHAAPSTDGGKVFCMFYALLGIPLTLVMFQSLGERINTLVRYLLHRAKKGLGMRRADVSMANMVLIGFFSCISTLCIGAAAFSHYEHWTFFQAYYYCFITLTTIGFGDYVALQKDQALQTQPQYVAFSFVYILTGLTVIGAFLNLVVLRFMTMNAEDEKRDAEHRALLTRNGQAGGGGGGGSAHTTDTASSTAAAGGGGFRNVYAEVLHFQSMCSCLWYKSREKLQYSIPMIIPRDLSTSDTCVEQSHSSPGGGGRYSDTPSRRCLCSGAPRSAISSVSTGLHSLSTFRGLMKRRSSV
hERG rescue = hERG rescue from dofetilide block, primary screen, cell-based, CHO-hERG, FluxOR thallium flux, dofetilide IC70. activation (rescue from dofetilide block), less the hit threshold, % at 10 µM. AID 1511, 2009. actives 0.51% (n = 310,000). Voltage-gated inwardly rectifying potassium channel KCNH2 (Homo sapiens), Q12809. dofetilide IC70 present;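 active means activation above the mean of controls blocked by dofetilide plus 5 SD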;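 further: thallium influx through hERG after potassium depolarization seen as dye fluorescence rise; in these data hits start at about 4.7%; inactives centre near -7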
TRPC4 act = activators of mouse TRPC4 channel, primary screen, Fluo4 calcium, HEK293 TRPC4beta/mu-opioid cells | Short transient receptor potential channel 4 (Mus musculus), Q9QUQ5 | B-score at 10 µM | AID 2237, 2010 | Fluo4 calcium fluorescence; active compounds read high | actives 0.49% (n = 310,000);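 active means B-score above 5 SD of library B-scores, and initial fluorescence ratio not above library mean plus 5 SD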;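 further: positive B-score marks a calcium rise read as TRPC4 activation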
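Incubation: 45 min room-temperature Fluo4 loading, 110 s read / System: HEK293 cells stably co-expressing mouse TRPC4beta and mu-opioid receptor / Signal: Fluo4 fluorescence, kinetic / Control set: buffer (low) and maximal DAMGO (high) / Measure: integrated baseline-normalised fluorescence ratio, converted to per-well B score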
Platelet DG rel = inhibitors of platelet dense granule secretion, primary screen, cell-based, MLPCN, human platelets | human platelet-rich plasma, SFLLRN dense granule ATP release, luminescence | actives 0.22% (n = 300,000) | inhibition, %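 (compounds screened at 7.5 µM in platelet-rich plasma)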;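 active means mean replicate score, as percent of positive control, at or above 50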
PolyA inh = polyadenylation inhibitors in yeast reporter cells, primary screen, luminescence, S. cerevisiae. S. cerevisiae SKY197-pL101 polyadenylation reporter, beta-gal luminescence; efflux-impaired pdr1/pdr3 knockout yeast; score 100 = 6 SD above DMSO. calls only at 12 µM. actives 0.02% (n = 300,000). AID 1875, 2009;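 active means lowest replicate activity score at least 50, where 100 means six control SD above control mean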;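 further: yeast exposed to compound for 9 h at 30 °C; higher score means more reporter readthrough which indicates perturbed polyadenylation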
KCNQ1 act = potentiators or activators of KCNQ1 channel, primary screen, cell-based, thallium flux, high-throughput. Potassium voltage-gated channel subfamily KQT member 1 (Homo sapiens), P51787. CHO-K1 KCNQ1, thallium flux FluxOR fluorescence; active compounds read high. B-score at 10 µM. actives 0.35% (n = 310,000);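 active means fluorescence ratio B-score, a plate-corrected score, at least three library SD, with initial intensity B-score within 5 SD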
Target sequence (P51787 whole entry, looked up): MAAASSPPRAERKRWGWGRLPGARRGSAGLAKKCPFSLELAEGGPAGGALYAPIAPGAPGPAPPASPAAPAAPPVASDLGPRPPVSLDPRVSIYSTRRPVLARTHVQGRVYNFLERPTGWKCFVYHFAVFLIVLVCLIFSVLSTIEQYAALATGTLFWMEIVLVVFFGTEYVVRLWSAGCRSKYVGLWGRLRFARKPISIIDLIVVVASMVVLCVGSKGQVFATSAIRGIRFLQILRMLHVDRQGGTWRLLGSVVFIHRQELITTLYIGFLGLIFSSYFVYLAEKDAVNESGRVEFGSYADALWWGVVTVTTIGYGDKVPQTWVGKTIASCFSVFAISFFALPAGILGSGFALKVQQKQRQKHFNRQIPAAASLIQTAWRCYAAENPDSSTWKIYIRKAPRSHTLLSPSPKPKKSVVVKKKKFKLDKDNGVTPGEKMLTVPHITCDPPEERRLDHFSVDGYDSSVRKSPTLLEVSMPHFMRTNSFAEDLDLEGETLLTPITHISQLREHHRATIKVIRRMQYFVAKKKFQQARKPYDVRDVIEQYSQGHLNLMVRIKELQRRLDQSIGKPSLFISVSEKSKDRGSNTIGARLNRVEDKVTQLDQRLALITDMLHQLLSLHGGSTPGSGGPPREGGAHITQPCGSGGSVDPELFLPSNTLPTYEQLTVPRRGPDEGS
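System: CHO-K1 cells stably expressing KCNQ1 / Medium: assay buffer for compound exposure, DMSO matched across wells / Reagent: thallium- and potassium-containing depolarizing buffer / Compound: one concentration, matched DMSO / Incubation: 20 min compound pretreatment at room temperature / Measured by: kinetic FluxOR fluorescence, 10 s baseline plus 110 s post-stimulus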
TRPC4 PAM = positive allosteric modulators of TRPC4, primary screen, cell-based, mouse TRPC4beta, HEK293 mu-opioid, Fluo-4 calcium; DAMGO EC20, Fluo-4 Ca2+ flux; active compounds read high; B-score at 10 µM; actives 0.42% (n = 310,000);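 active means B-score of calcium response area above 5 SD of library B-scores, with initial fluorescence ratio within 5 SD of library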;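 further: B-score of integrated fluorescence ratio over time as area under calcium response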
KCNQ1 inh = inhibitors of human KCNQ1 channel, primary screen, cell-based, thallium flux, high-throughput. actives 1.3% (n = 310,000). B-score at 10 µM. Potassium voltage-gated channel subfamily KQT member 1 (Homo sapiens), P51787. CHO-K1 KCNQ1, FluxOR thallium flux fluorescence; active compounds read high;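 active means compounds whose thallium flux B-score, printed positive for inhibition, exceeds three library SD while starting fluorescence stays within three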;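 further: channel opened by potassium depolarization with thallium stimulus after 20 min compound exposure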
Dyrk1A ADPGlo = rat Dyrk1A kinase inhibitors, primary screen, biochemical, single point, plate reader. ADP-Glo luminescence, NFATc1 peptide. inhibition, % at 12.5 µM. actives 0.43% (n = 310,000). AID 504441, 2011; in the data active means inhibition above about 50%;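 further: plate controls were vehicle with enzyme for no effect and no enzyme for full effect; many of its hits are not listed in these tables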
KCNK9 block = KCNK9 potassium channel inhibitors, primary screen, HEK293 cells, thallium flux; B-score at 10 µM; FluxOR thallium flux fluorescence; active compounds read low; Potassium channel subfamily K member 9 (Homo sapiens), Q9NPC2; actives 1.2% (n = 310,000); AID 488922, 2010;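 active means ratio B-score over 3 SD below the library mean, with starting fluorescence within 5 SD of its mean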;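 further: negative B-score means less thallium flux so channel inhibition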
TRPC4 inh = inhibitors of mouse TRPC4 channel, primary screen, Fluo4 calcium, HEK293 TRPC4beta/mu-opioid cells | Short transient receptor potential channel 4 (Mus musculus), Q9QUQ5 | DAMGO-evoked Fluo4 calcium flux; active compounds read low | B-score at 10 µM | actives 0.39% (n = 300,000) | AID 2247, 2010;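 active means B-score over 3 SD under the library average, no early fluorescence shift, positive overall ratio signal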
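Material: HEK293 cells with stable TRPC4beta plus mu-opioid receptor expression; probe or stimulus: DAMGO in two steps, submaximal then maximal; technique: Fluo4 calcium fluorescence by kinetic imaging, 5 s 1 Hz baseline; measure: integrated fluorescence ratio relative to baseline, converted to per-well B score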
* marks the source's active call; other numbers are inactive results; i = inactive; . = not tested or not shown. Not all compounds are listed; count on the stated rates, not on these rows.

Below each SMILES: KCNK3 block | hERG rescue | TRPC4 act | Platelet DG rel | PolyA inh | KCNQ1 act | TRPC4 PAM | KCNQ1 inh | Dyrk1A ADPGlo | KCNK9 block | TRPC4 inh
N=C1C(c2ccccc2)=C(O)CN1c1ccccc1
 : i | -5 | i | 7 | i | i | i | i | -1 | i | i
COCc1nnc(NC(=O)COc2ccc3c(c2)OCO3)s1
 : i | -1 | i | -3 | i | i | i | i | -1 | i | i
Cc1ccc(S(=O)(=O)N2CCC(C(=O)N[C@@H](C)C(=O)NCC3CCCO3)CC2)cc1 (some centres not stated)
 : i | -13 | i | 7 | i | i | i | i | 5 | i | i
COc1ccc(-c2nn(-c3ccccc3)cc2CN2CCCO2)c(F)c1
 : i | -16 | i | 17 | i | i | i | i | -3 | i | i
COc1ccc(-c2noc(CCN3C(=O)c4ccccc4C3=O)n2)cc1OC
 : i | -13 | i | 8 | i | i | i | i | -5 | i | i
CCc1cc(=O)oc2cc(C)cc(OCC(=O)NCCCN3CCOCC3)c12
 : i | -5 | i | -5 | i | i | i | i | 12 | i | i
N#Cc1ccccc1NC(=O)CSC1=Nc2ccccc2C2CC=NN12 (configuration not stated)
 : i | -10 | i | -3 | i | i | i | i | 2 | i | i
Cc1ccc2c(=O)c(C(=O)c3ccc(F)cc3)cn(CC(=O)NCc3ccco3)c2n1
 : i | -4 | i | -2 | i | i | i | i | -6 | i | i
CC(=O)Nc1ccc(OCC(=O)c2cc(C)ccc2C)cc1
 : i | -5 | i | -22 | i | i | i | i | 0 | i | i
Cc1cccc(/N=C/c2nc(-c3ccccc3Br)oc2O)n1
 : i | -1 | i | -4 | i | i | i | i | -68 | i | i
Cc1ccc(C(=O)CNc2ccccc2)cc1
 : i | -3 | i | -1 | i | i | i | i | 4 | i | i
COc1cccc(/C=C/C(=O)Nc2ccc3c(c2)OCCO3)c1
 : i | -21 | i | 2 | i | i | i | i | 2 | i | i
COc1ccc(CNC(=O)C(C)OC(=O)C23CC4CC(CC(O)(C4)C2)C3)cc1 (configuration not stated)
 : i | -2 | i | -2 | i | i | i | i | -8 | i | i
CC(=O)Nc1cccc(CNCc2cccc(NC(C)=O)c2)c1
 : i | -9 | i | -1 | i | i | i | i | -3 | i | i
Cc1cc(OCC(=O)N(Cc2ccco2)C2CCS(=O)(=O)C2)ccc1Cl (configuration not stated)
 : i | -6 | i | -9 | i | i | i | i | . | i | i
Cc1ccc(-c2cc(NC(=O)c3ccccc3)on2)cc1
 : i | -1 | i | 7 | i | i | i | i | 1 | i | i
CCc1ccccc1N1CC23C=CC(O2)C(C(=O)OC)C3C1=O (configuration not stated)
 : i | -3 | i | 4 | i | i | i | i | -7 | i | i
Cc1cccc(N2CCN(S(=O)(=O)c3ccc4c(c3)NC(=O)CS4)CC2)c1C
 : i | -12 | i | 10 | i | i | i | i | -1 | i | i
COc1ccccc1CN1CCNC(=O)C1CC(=O)NCCC1=CCCCC1 (configuration not stated)
 : i | -9 | i | 0 | i | i | i | i | 3 | i | i
Cc1nn(C)cc1NC(=O)c1cc2nc(-c3ccco3)cc(C(F)(F)F)n2n1
 : i | -12 | i | 0 | i | i | i | i | 0 | i | i
CCCNC(=S)Nc1ccc(Cl)cc1Cl
 : i | -15 | i | -4 | i | i | i | i | -1 | i | i
COc1cc(SC)ccc1C(=O)Nc1c(C)cccc1C
 : i | -11 | i | 6 | i | i | i | i | -3 | i | i
CCOC(=O)Cc1csc(NS(=O)(=O)c2ccc(Br)cc2)n1
 : i | -9 | i | 1 | i | i | i | i | 7 | i | i
CC1(C)OC(=O)C(=NNc2ccccc2[N+](=O)[O-])C(=O)O1
 : i | -11 | i | 2 | i | i | i | i | 16 | i | i
O=C(c1ccc(Cl)c(S(=O)(=O)N2CCc3ccccc3C2)c1)N1CCN(c2ccccc2)CC1
 : i | -9 | i | -21 | i | i | i | i | 7 | i | i
Cc1ccc(Cc2nnc(SCC(=O)Nc3ccc(C)cc3C)[nH]c2=O)cc1
 : i | -9 | i | 5 | i | i | i | i | -1 | i | i
O=C(NCc1cccs1)c1cc2c(s1)CS(=O)(=O)C2
 : i | 3 | i | 19 | i | i | i | i | -4 | i | i
CCC(=O)Nc1cccc(NC(=O)c2ccc3c(c2)OCCO3)c1
 : i | -12 | i | 11 | i | i | i | i | -3 | i | i
COc1ccc(S(=O)(=O)N(C)c2ccc(C(=O)NC3CCCC3)cc2)cc1
 : i | -10 | i | -7 | i | i | i | i | 2 | i | i
C=CCN1CCN(C(c2ccccc2OC)c2nnnn2C(C)(C)C)CC1 (configuration not stated)
 : i | -1 | i | -6 | i | i | i | i | -8 | i | i
CC(C)=CCc1c(O)c(CC=C(C)C)c2c(c1O)C(=O)CC(c1ccc(O)cc1)O2 (configuration not stated)
 : i | -4 | i | 2 | i | i | i | 8* | 0 | i | i
COc1ccc(C(=O)C[n+]2ccc3c(c2)nc(-c2ccc(OC)cc2OC)n3C)cc1
 : i | 2 | i | -1 | i | i | i | i | 5 | i | i
Cn1c(SCc2ccccc2)nc(C(F)(F)F)cc1=O
 : i | -8 | i | 2 | i | i | i | i | -2 | i | i
CCC(C)C(=O)Nc1ccc([N+](=O)[O-])cc1OC (configuration not stated)
 : i | -10 | i | 0 | i | i | i | i | -1 | i | i
CCOC(=O)c1c(-c2ccccc2)oc2ccc(OCC)cc12
 : i | -5 | i | 0 | i | i | i | 6* | 9 | i | i
Cc1cc(C(=O)N[C@H](c2ccccc2)[C@@]2(C)C[C@@H]2[C@@H](C)C(=O)Nc2ccc3ccccc3c2)n(C)n1
 : i | -14 | i | -5 | i | i | i | i | 2 | i | i
O=C(CSc1ccc(Cl)cc1)Nc1ccccc1N1CCN(C(=O)c2ccc(Cl)cc2)CC1
 : i | -8 | i | 7 | i | i | i | i | -1 | i | i
C/C(=N\NC(=O)c1ccccc1O)c1cccc(NC(=O)c2ccccc2)c1
 : i | -5 | i | 0 | i | i | i | i | -3 | i | i
COC(=O)c1sc(-c2cccs2)cc1N
 : i | -3 | i | 9 | i | i | i | i | -7 | i | i
COc1ccc(Cl)cc1NC(=O)c1cc(-c2ccc(C)cc2O)n[nH]1
 : i | -5 | i | -1 | i | i | i | i | -3 | i | i
COc1ccc(NC(=O)N2CCC(Cc3ccccc3)CC2)cc1
 : i | -4 | i | -3 | i | i | i | i | . | i | i
O=C(Nc1ccc(Cl)cc1)Nc1ccc(Br)cn1
 : i | -5 | i | 1 | i | i | i | i | 6 | i | i
CC(=O)Nc1ccc(NC(=O)C(C)OC(=O)CNC(=O)c2sc3ccccc3c2Cl)cc1 (configuration not stated)
 : i | -13 | i | 14 | i | i | i | i | -2 | i | i
Cc1c(Cc2ccccc2)c(=O)oc2cc(OCC(=O)N[C@@H](Cc3ccccc3)C(=O)O)ccc12
 : i | -1 | i | -1 | i | i | i | i | 6 | i | i
Cc1ccccc1Cn1c([N+](=O)[O-])cnc1C
 : i | -7 | i | -8 | i | i | i | i | 10 | i | i
O=C(CSc1nnc(Cc2cccs2)n1CCc1ccccc1)N1CCCc2ccccc21
 : i | -26 | i | 4 | i | i | i | i | 4 | i | i
C/C(=N\NS(=O)(=O)c1ccc(C)cc1)c1ccc(Br)s1
 : i | -12 | i | 14 | i | i | i | i | -1 | i | i
CCOC(=O)c1cccc(OCC(O)CNCCOc2ccccc2F)c1 (configuration not stated)
 : i | -11 | i | 5 | i | i | i | i | 3 | i | i
Cc1nn(Cc2ccc(Cl)cc2)c(C)c1NC(=O)/C=C/c1cnn(C)c1
 : i | -7 | i | -1 | i | i | i | i | -1 | i | i
COc1ccc(Cl)cc1NC(=O)CSc1nc(NS(=O)(=O)c2ccc(C)cc2)cc(=O)[nH]1
 : i | 1 | i | -5 | i | i | i | i | -6 | i | i
C=CC[C@@H]1C=C[C@H](O/N=C/[C@@H](NS(=O)(=O)c2ccc(C)cc2)[C@H](C)/C=C/CC(=O)OC)[C@@H](CO)O1
 : . | -5 | i | -2 | i | i | i | i | . | i | i
Cc1ccccc1OCC(=O)Nc1cnn(CCCC(=O)O)c1
 : i | -8 | i | -3 | i | i | i | i | -1 | i | i
O=S(=O)(c1ccc2oc3ccc(S(=O)(=O)N4CCCCC4)cc3c2c1)N1CCCCC1
 : i | -18 | i | 1 | i | i | i | i | -1 | i | i
Cc1c(Cl)cccc1NC(=S)N1CCCCCC1
 : i | -6 | i | -5 | i | i | i | i | . | i | i
COc1ccc(-c2c(NC(=O)c3ccco3)n(C)c3ccccc3c2=O)cc1
 : i | -11 | i | 2 | i | i | i | i | 2 | i | i
O=C(NCc1cccc(Br)c1)C1CC(c2ccccc2[N+](=O)[O-])=NO1 (configuration not stated)
 : i | -7 | i | -3 | i | i | i | i | . | i | i
COC(=O)N1c2ccccc2C=Cc2ccccc21
 : i | -6 | i | 0 | i | i | i | i | -1 | i | i
CCNC(=O)C(=O)NCCC1CCCCN1S(=O)(=O)c1cccs1 (configuration not stated)
 : i | -16 | i | -22 | i | i | i | i | 7 | i | i
COc1ccc(CC2(CO)CCN(Cc3ccc(OC(F)(F)F)cc3)CC2)cc1
 : i | -12 | i | 0 | i | i | i | i | 1 | i | i
